Screening data as filed in PubChem.
ER stress rescue = protection against thapsigargin-triggered cell killing – 384-well, CSM14.1, ATP luminescence, primary screen (AID 1222). CSM14.1 thapsigargin-induced death rescue, ATP luminescence; higher % means a stronger effect. one-dose cellular ATP content (survival), % at 20 µM; EC50 in µM for titrated hits. 190,000 tested, under 10 active;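 active = EC50 below 50 µM in the dose-response confirmation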;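 also: death triggered by thapsigargin at about 15 µM added after 2 h compound pretreatment; cell ATP read after overnight thapsigargin exposure of roughly 18 to 22 hours; normalized against plate controls of thapsigargin alone and 5% DMSO vehicle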
West Nile virus CPE = inhibition of WNV-induced cytopathic effect – cell-based, CPE readout (AID 1621) | 290,000 compounds, 0.02% hits | CPE inhibition, % at 10 µM, or IC50 in µM where a hit was titrated | West Nile virus-infected cells, CPE inhibition; higher % means a stronger effect; in the data active = a potency from the dose series; also: strong numbers were not always called active
M1AAP inhibition = P. falciparum M1AAP inhibitors, biochemical, fluorogenic H-Leu-NHMec substrate, 1536-well (AID 1445); recombinant M1AAP, H-Leu-NHMec fluorogenic kinetic assay; higher % means a stronger effect; one-dose inhibition, % at 30 µM; IC50 in µM for titrated hits; 220,000 compounds, 0.42% hits;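 active = primary inhibition above the hit cutoff, then over 50% inhibition at one or more dose response concentrations, cut at about 23% in these data, passing the limit was not always enough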;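 also: plate controls were DMSO full reaction for no effect and no enzyme background for full effect; strong numbers were not always called active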
M17LAP inhibition = P. falciparum M17LAP inhibitors, primary screen, biochemical, fluorogenic H-Leu-NHMec substrate, 1536-well (AID 1619). recombinant M17LAP, H-Leu-NHMec fluorogenic kinetic assay; higher % means a stronger effect. inhibition, % at 30 µM, or IC50 in µM where a hit was titrated. 220,000 compounds, 0.38% hits;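 active = compound inhibiting the enzyme by more than half at any dose during confirmatory dose-response retesting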;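 also: plate controls were full reaction with DMSO carrier for no effect and no enzyme background for full effect; strong numbers were not always called active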
Yfh1-off respiration = mitochondrial function rescue without frataxin homolog – Friedreich's ataxia, plus single-dose screen, dose response (AID 1465); S. cerevisiae Yfh1-off respiration, WST-1 reduction, 72 h; higher fold induction means a stronger effect; fold induction at 50 µM; hits with a dose series show EC50 in µM; 220,000 compounds, 0.074% hits;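 active = fold induction of absorbance versus untreated yeast above a set limit, then at least 30% activation at any dose in follow-up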;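 also: activators that raise dye reduction in frataxin-depleted yeast; strong numbers were not always called active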
PhoP inhibition = PhoP-dependent GFP reporter repression – Salmonella Typhimurium, primary screen (AID 1863) | 300,000 compounds, 0.16% hits | S. Typhimurium PhoP-regulated promoter GFP reporter, 4 h; higher % means a stronger effect | inhibition, % at 50 µM, or IC50 in µM where a hit was titrated;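 active = inhibition over 29.93%, a cutoff 3 SD above the screen mean, later confirmed by dose response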;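 also: 0% = low Mg2+ inducing control and 100% = high Mg2+ repressing control; strong numbers were not always called active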
PMI inhibition = MPI inhibition at elevated mannose 6-phosphate – biochemical, fluorescence intensity, high mannose 6-phosphate, primary screen (AID 1220) | recombinant PMI enzyme, coupled fluorescence intensity; higher % means a stronger effect | 190,000 compounds, 0.66% hits | one-dose inhibition, % at 20 µM; IC50 in µM for titrated hits; in the data active = inhibition above about 50%
XIAP displacement = XIAP antagonists, biochemical, IAP family, fluorescence polarization (AID 1018) | displacement, % at 20 µM, or IC50 in µM where a hit was titrated | XIAP BIR domain, fluorescence polarization peptide displacement; higher % means a stronger effect | 200,000 compounds, 0.007% hits; in the data active = displacement above about 50%; also: a part of the inactive calls stands beside numbers as strong as those of hits
Siah-1 displacement = Siah-1 peptide-binding antagonists, primary screen, biochemical, fluorescence polarization, rhodamine-plectin, uHTS (AID 1817) | Siah-1 / rhodamine-plectin peptide fluorescence polarization; higher % means a stronger effect | one-dose displacement, % at 20 µM; IC50 in µM for titrated hits | 290,000 compounds, 0.02% hits;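 active = displacement of at least 50% at 20 µM, with a fluorescence ratio check between 0.3 and a set limit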;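 also: plate controls were Siah plus tracer with DMSO for no effect and tracer alone without Siah for full effect; strong numbers were not always called active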
Active calls of the source: *; i = inactive; / = not tested or not shown.

| entry | SMILES | ER stress rescue | West Nile virus CPE | M1AAP inhibition | M17LAP inhibition | Yfh1-off respiration | PhoP inhibition | PMI inhibition | XIAP displacement | Siah-1 displacement |
| --- | --- | --- | --- | --- | --- | --- | --- | --- | --- | --- |
| 1 | CC1CCc2c(sc(NC(=O)c3ccc(-c4ccccc4[N+](=O)[O-])o3)c2C#N)C1 (stereo unspecified) | -2.1% | 0.2% | 5% | 2% | i | -12% | 23% | -5.2% | 1% |
| 2 | COc1ccc(CN(CC2CCC(C(=O)O)CC2)C(=S)Nc2ccccc2OC)cc1 (stereo unspecified) | -5.0% | 0.7% | -1% | -1% | i | -7% | -3% | -8.2% | -2% |
| 3 | S=C(c1ccc2c(c1)OCO2)N1CCCC1 | / | 0.1% | -5% | -6% | i | 45% | 7% | -5.8% | 0% |
| 4 | O=C(COc1cccc(F)c1)Oc1ccc(C(=O)c2ccccc2)cc1 | -0.1% | 0.5% | 5% | 6% | i | 11% | -4% | -1.7% | -3% |
| 5 | COc1ccc(CNC(=O)CSCc2ccccc2Cl)cc1 | -2.1% | -0.1% | -3% | 9% | i | 3% | -5% | -6.1% | -10% |
| 6 | C=CCN=C1SC(C)C(=O)N1S(=O)(=O)c1ccccc1 (stereo unspecified) | 3.2% | -0.4% | 2% | 22% | i | -6% | 12% | -4.9% | -3% |
| 7 | CCSc1nnc(NC(=O)c2csc3c2CCCC3)s1 | 3.0% | 0.1% | 0% | 1% | i | 9% | 6% | -4.3% | 3% |
| 8 | CC(NC(=S)NCc1ccccc1)C12CC3CC(CC(C3)C1)C2 (stereo unspecified) | 0.4% | -1.4% | 11% | -3% | i | 0% | 3% | -2.6% | 2% |
| 9 | COc1ccc(C2CC(c3ccc4ccccc4c3OC(C)=O)=NN2C(=O)/C=C/c2ccccc2)cc1 (stereo unspecified) | 1.0% | -1.2% | 5% | 7% | i | 9% | 5% | -18% | 0% |
| 10 | Cn1c(=O)c(Sc2ccccc2)c(O)c2ccccc21 | / | -0.1% | 5% | 10% | i | -10% | / | / | 1% |
| 11 | COc1ccc(OCc2n[nH]c(=S)o2)cc1 | -0.8% | 0.1% | 5% | 18% | i | -3% | 3% | -6.1% | 0% |
| 12 | COc1ccccc1-c1cc(C(=O)NC(C)C)no1 | -3.0% | -0.2% | 5% | 9% | i | 1% | -8% | -1.3% | -2% |
| 13 | CCOc1ccc(N(CC(=O)N/N=C/c2cc([N+](=O)[O-])ccc2Cl)S(C)(=O)=O)cc1 | -0.3% | 0.4% | 5% | 15% | i | -12% | 5% | -9.8% | -6% |
| 14 | Cc1ccc(N(CC(=O)N2CCOCC2)S(=O)(=O)c2ccccc2)cc1 | 5.1% | 0.4% | 2% | 4% | i | -4% | -7% | -7.7% | -4% |
| 15 | COc1cc(/C=N/O)cc(Cl)c1OC | -0.9% | -0.5% | -4% | 5% | i | -10% | -2% | -1.0% | 4% |
| 16 | N=C1C(c2nc3ccccc3[nH]2)=C(O)CN1c1ccccc1 | 2.3% | -0.1% | -5% | 4% | i | -13% | -5% | -4.4% | -5% |
| 17 | CCC(=O)Nc1cccc(C2=NOC3(C2)C[C@@H](C(N)=O)N(C(=O)CC(c2ccccc2)c2ccccc2)C3)c1 (stereo partly specified) | / | 0.4% | 0% | -4% | i | 1% | / | / | 17% |
| 18 | COc1ccc(C(=O)N2CC3(C)CC2CC(C)(C)C3)cc1 (stereo unspecified) | 3.3% | -0.9% | -1% | 2% | i | 4% | 8% | -3.8% | -6% |
| 19 | Cn1cnc2c(N3CCCCC3)nccc21 | / | 0.0% | 4% | -3% | i | -7% | 12% | -1.1% | 3% |
| 20 | O=C(O)CCn1c(=O)[nH]c(=O)n(CCC(=O)O)c1=O | 0.0% | 1.0% | 3% | -8% | i | -2% | 3% | -5.7% | 5% |
| 21 | CCCn1c(SCC(=O)N2CC(=O)Nc3ccccc32)nc2ccccc21 | -1.1% | -1.0% | -11% | -3% | i | 24% | 20% | -4.6% | -5% |
| 22 | Cc1ccc(NC(=O)COC(=O)Cn2cnc3ccccc32)c([N+](=O)[O-])c1 | 0.5% | -0.5% | -6% | 2% | i | 1% | -4% | -1.5% | 15% |
| 23 | Brc1ccc(-c2csc(NC3=NCCCCC3)n2)cc1 | 0.5% | -0.6% | 11% | 25% | i | -1% | -3% | -5.7% | 4% |
| 24 | CCOc1ccc(OCCCCN(C)C)cc1 | -1.0% | 1.4% | 7% | -3% | i | -6% | -12% | -4.3% | 3% |

7 entries already listed, ordered by number of heavy atoms, high to low.
| entry | SMILES | ER stress rescue | West Nile virus CPE | M1AAP inhibition | M17LAP inhibition | Yfh1-off respiration | PhoP inhibition | PMI inhibition | XIAP displacement | Siah-1 displacement |
| --- | --- | --- | --- | --- | --- | --- | --- | --- | --- | --- |
| 17 | CCC(=O)Nc1cccc(C2=NOC3(C2)C[C@@H](C(N)=O)N(C(=O)CC(c2ccccc2)c2ccccc2)C3)c1 (stereo partly specified) | / | 0.4% | 0% | -4% | i | 1% | / | / | 17% |
| 2 | COc1ccc(CN(CC2CCC(C(=O)O)CC2)C(=S)Nc2ccccc2OC)cc1 (stereo unspecified) | -5.0% | 0.7% | -1% | -1% | i | -7% | -3% | -8.2% | -2% |
| 13 | CCOc1ccc(N(CC(=O)N/N=C/c2cc([N+](=O)[O-])ccc2Cl)S(C)(=O)=O)cc1 | -0.3% | 0.4% | 5% | 15% | i | -12% | 5% | -9.8% | -6% |
| 21 | CCCn1c(SCC(=O)N2CC(=O)Nc3ccccc32)nc2ccccc21 | -1.1% | -1.0% | -11% | -3% | i | 24% | 20% | -4.6% | -5% |
| 18 | COc1ccc(C(=O)N2CC3(C)CC2CC(C)(C)C3)cc1 (stereo unspecified) | 3.3% | -0.9% | -1% | 2% | i | 4% | 8% | -3.8% | -6% |
| 12 | COc1ccccc1-c1cc(C(=O)NC(C)C)no1 | -3.0% | -0.2% | 5% | 9% | i | 1% | -8% | -1.3% | -2% |
| 11 | COc1ccc(OCc2n[nH]c(=S)o2)cc1 | -0.8% | 0.1% | 5% | 18% | i | -3% | 3% | -6.1% | 0% |

Continuation.
| entry | SMILES | ER stress rescue | West Nile virus CPE | M1AAP inhibition | M17LAP inhibition | Yfh1-off respiration | PhoP inhibition | PMI inhibition | XIAP displacement | Siah-1 displacement |
| --- | --- | --- | --- | --- | --- | --- | --- | --- | --- | --- |
| 25 | CCN(CC)S(=O)(=O)c1ccc(OC)c(NC(=O)Cn2cnc3c2c(=O)n(C)c(=O)n3C)c1 | -0.4% | 3.1% | 2% | 10% | i | 2% | -6% | -3.0% | 4% |
| 26 | O=C1C(Cc2ccccc2)S/C(=N/N=C/c2ccco2)N1c1ccccc1 (stereo unspecified) | -1.3% | 0.1% | 12% | 34% | i | -10% | 4% | -5.5% | -1% |
| 27 | CC(C)(C)NCC(O)COc1ccccc1C(C)(C)C (stereo unspecified) | 3.7% | -0.7% | -2% | 2% | i | 12% | 2% | 0.0% | 3% |
| 28 | CCn1c(C(=O)NCCCN2CCc3ccccc3C2)cc2sccc21 | -0.3% | -0.3% | 16% | 16% | i | 8% | 6% | -0.3% | 0% |
| 29 | Cc1ccc(S(=O)(=O)N2CCN(c3cnn(C)c(=O)c3Cl)CC2)cc1 | -1.5% | -0.7% | 0% | -2% | i | 0% | -2% | -1.6% | 10% |
| 30 | Cn1c(=O)c2c(nc(N/N=C/c3cccs3)n2Cc2ccccc2)n(C)c1=O | -0.8% | 0.6% | 7% | -2% | i | 0% | -12% | -4.4% | 3% |
| 31 | O=C(Nc1ccccc1)C1=C[C@H](c2ccccc2)C[C@H](OCc2ccc(CO)cc2)O1 | 2.9% | / | -5% | 2% | / | -4% | 9% | -4.5% | 4% |
| 32 | S=c1[nH]nc(-c2ccccc2)o1 | -1.5% | 0.1% | -1% | 37% | i | -6% | 2% | -2.6% | -4% |
| 33 | Cc1ccc(NS(=O)(=O)c2ccc(C3CCCCC3)cc2)cc1 | 0.5% | -1.6% | 0% | -2% | i | -2% | 19% | -18% | -3% |
| 34 | Clc1cccc(NCc2nnc3n2CCCCC3)c1 | -0.6% | 0.9% | 5% | 4% | i | 3% | 0% | -2.7% | 20% |
| 35 | N=C1C(=O)OCC1c1cc(Cl)ccc1NC(=O)Nc1ccccc1 (stereo unspecified) | -2.1% | -0.8% | -5% | -6% | i | 17% | 41% | -2.6% | 5% |
| 36 | O=C(NC1CCN(C(=O)Nc2ccccc2Cl)CC1)c1ccccc1 | -0.5% | -0.3% | 6% | -8% | i | 3% | 3% | -6.9% | 6% |

Other records follow.
Below each SMILES: ER stress rescue, West Nile virus CPE, M1AAP inhibition, M17LAP inhibition, Yfh1-off respiration, PhoP inhibition, PMI inhibition, XIAP displacement, Siah-1 displacement
[37] CCOc1ccc(C(=O)N/N=C/c2cccc3cccnc23)cc1
 : -1.1%, 0.0%, 5%, 2%, i, -23%, -28%, 2.1%, -5%
[38] COC(=O)c1cc(OC)c(OC)cc1NC(=O)c1c(-c2ccccc2Cl)noc1C
 : 3.1%, 1.3%, 0%, -2%, i, 20%, 8%, -4.7%, 5%
[39] O=C(CCn1c(SCC(=O)c2ccccc2)nc2ccccc2c1=O)NCc1ccc(F)cc1
 : -0.5%, -1.0%, -3%, 2%, i, -11%, -6%, -8.0%, 1%
[40] COc1cc(C(C)=O)ccc1Oc1ncnc2c1cnn2-c1ccc(F)cc1
 : -0.9%, -0.5%, 9%, -3%, i, -10%, -1%, -5.8%, -3%
[41] COc1ccc2[nH]c(=O)c(CNc3ccccc3C)cc2c1
 : /, 1.6%, 14%, -7%, i, -4%, /, /, 6%
[42] CCOC(=O)C(=NC(C)C)NNc1cc(Cl)ccc1Cl
 : 0.2%, -0.2%, 5%, -2%, i, -3%, -22%, -2.5%, -1%
[43] CC1=C/C(=C\c2ccc3c(c2)OCO3)C(=O)S1
 : -3.4%, /, 11%, 15%, /, -5%, 19%, -2.7%, 0%
[44] COc1ccc2oc(=O)c(NC(=O)C3CCCCC3)cc2c1
 : -1.6%, -0.3%, 2%, 0%, i, -3%, -2%, -0.2%, 3%
[45] Cc1ccc2sc(N(CCCN(C)C)C(=O)c3nc4ccccc4s3)nc2c1C
 : /, 1.1%, 12%, 14%, i, -8%, -2%, -6.8%, -7%
[46] Cc1ccc2oc(=O)c3cnn(CC(=O)N(Cc4ccco4)C4CCCCC4)c3c2c1
 : 0.8%, -0.3%, 7%, -4%, i, 0%, 10%, -6.0%, 3%
[47] CCn1c(SCC(=O)NCCOc2ccccc2)nc2ccccc2c1=O
 : -1.1%, 0.0%, 4%, -20%, i, 6%, 0%, -1.1%, 4%
[48] CCCOc1ccc(C2c3c(oc4ccccc4c3=O)C(=O)N2CCN(CC)CC)cc1OC (stereo unspecified)
 : 2.0%, 0.3%, 10%, 17%, i, -2%, 6%, -5.5%, -2%
[49] O=C(Nc1ccccc1)Nc1nc(-c2ccc(Cl)cc2)cs1
 : 0.2%, 0.0%, -1%, 6%, i, 4%, 5%, -1.0%, 0%
[50] CCN(CC)c1ccc(NC(=S)NC(=O)Cc2ccccc2)cc1
 : 0.2%, -1.0%, 4%, 2%, i, -3%, 50%*, -3.6%, -2%
